Compound activity from PubChem BioAssay.
BLM inh: qHTS Assay for Inhibitors of Bloom's syndrome helicase (BLM); RecQ-like DNA helicase BLM (Homo sapiens), P54132; recombinant BLM DNA unwinding, fluorescence dequenching; Potency, µM (titrated, usually from 56.1 µM), for the others: top-dose activity change, negative = inhibition, actives largely listed as inhibitors; 350,000 compounds, 0.2% hits;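 further: plate controls were vehicle for no effect and no enzyme for full effect; nearly all actives have a fitted effect of over 35% in size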
BAZ2B inh: qHTS Assay for Inhibitors of BAZ2B. Bromodomain adjacent to zinc finger domain protein 2B (Homo sapiens), Q9UIF8. 360,000 compounds, 4.4% hits. Potency, µM (series often up to 114 µM), without a hit: at the top dose activity change, negative = inhibition, hits mostly inhibitors. AID 504333, 2011. AlphaScreen BAZ2B-H3K14Ac peptide displacement; further: on the % scale 0 is the no-effect control and ±100 the full control effect; nearly all actives have a fitted effect of over 60% in size
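Protein-peptide AlphaScreen: BAZ2B 50 nM, b-H3K14Ac 50 nM, 1x PBS pH 7.4 + 0.01% Tween-20. Preincubation 30 min RT; cpd 30 min RT (top 110 uM); beads 20 min RT, light-protected.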
HP1b chromo inh: HTS for Inhibitors of HP1-beta Chromodomain Interactions with Methylated Histone Tails | Chromobox protein homolog 1 (Homo sapiens), P83916 | AlphaScreen HP1-beta / biotin-H3K9me3 peptide binding | Potency, µM (top dose mostly 114 µM), inactives show at the top dose activity change, negative = inhibition, hits mostly inhibitors | 390,000 compounds, 0.56% hits; further: nearly all actives have a fitted effect of over 70% in size; inactives centre near 23
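AlphaScreen: HP1-beta (50 nM) preformed 30 min with biotin-H3(1-18)K9me3 peptide (50 nM) in PBS pH 7.4, 0.01% Tween-20. Compound added for 30 min at RT, then streptavidin donor/nickel chelate acceptor beads (10 ug/mL) for 30 min.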
G9a block: qHTS Assay for Inhibitors of Histone Lysine Methyltransferase G9a; Histone-lysine N-methyltransferase EHMT2 (Homo sapiens), Q96KQ7; G9a H3K9 monomethylation, AlphaScreen, 2 h; Potency, µM (top dose mostly 102 µM), without a hit: at the top dose activity, negative = inhibition, most hits filed as inhibitors; 350,000 compounds, 8.8% hits; AID 504332, 2011; further: on the % scale 0 is the no-effect control and ±100 the full control effect; nearly all actives have a fitted effect of over 75% in size
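Compounds were preincubated with 20 nM G9a for 15 min, after which biotinylated H3K9 peptide (500 nM) and SAM (20 uM) started a 2 h room-temperature reaction. Monomethylated product was quantified by antibody-based AlphaScreen chemiluminescence.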
GLS inhibitor: qHTS for Inhibitors of Glutaminase (GLS); Glutaminase kidney isoform, mitochondrial (Homo sapiens), O94925; GLS enzymatic activity, qHTS titration; Potency, µM (series often up to 45.5 µM), for the others: at the highest dose activity change, negative = inhibition, actives largely listed as inhibitors; 410,000 compounds, 0.21% hits; AID 624170, 2012; further: on the % scale 0 is the no-effect control and ±100 the full control effect
Target sequence (O94925 whole entry, looked up, canonical isoform): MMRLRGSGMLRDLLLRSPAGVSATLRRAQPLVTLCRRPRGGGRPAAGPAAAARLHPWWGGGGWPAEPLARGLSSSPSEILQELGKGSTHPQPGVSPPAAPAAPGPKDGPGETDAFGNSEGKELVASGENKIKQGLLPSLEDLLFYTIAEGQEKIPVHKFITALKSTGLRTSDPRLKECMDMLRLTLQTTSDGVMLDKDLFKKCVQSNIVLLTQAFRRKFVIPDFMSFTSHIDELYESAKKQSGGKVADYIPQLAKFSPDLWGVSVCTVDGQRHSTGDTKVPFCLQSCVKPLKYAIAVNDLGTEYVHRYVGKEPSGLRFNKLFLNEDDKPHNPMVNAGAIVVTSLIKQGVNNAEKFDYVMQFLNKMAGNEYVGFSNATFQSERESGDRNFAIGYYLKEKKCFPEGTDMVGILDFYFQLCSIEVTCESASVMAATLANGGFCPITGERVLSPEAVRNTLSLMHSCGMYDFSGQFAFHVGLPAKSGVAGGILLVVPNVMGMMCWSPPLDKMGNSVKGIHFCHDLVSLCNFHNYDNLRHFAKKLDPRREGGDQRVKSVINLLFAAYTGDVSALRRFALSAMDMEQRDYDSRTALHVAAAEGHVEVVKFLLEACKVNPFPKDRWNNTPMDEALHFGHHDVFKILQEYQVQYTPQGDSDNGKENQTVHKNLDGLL
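Assay buffer: 45 mM KH2PO4 pH 8.2, 0.02% Tween-20. hKGA acts on L-glutamine (1 mM solution added); product glutamate is reported by an oxidase/peroxidase Amplex Red coupling, with fluorescence taken at baseline and 30 min.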
Pol iota inh: qHTS for Inhibitors of Polymerase Iota | Pol iota fluorescent replication assay, 10 min | Potency, µM (titrated, usually from 115 µM), without a hit: top-dose activity, negative = inhibition, usual class: inhibitors | 390,000 compounds, 1% hits
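Fluorescent replication assay read twice, at 0 min and 10 min after adding 50 nM (final) substrate. Enzyme (10 nM) and compounds were first incubated 15 min at room temperature; enzyme-free buffer wells were negative controls.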
Pin1 inhibitor: qHTS Assay to Find Inhibitors of Pin1 | Peptidyl-prolyl cis-trans isomerase NIMA-interacting 1 (Homo sapiens), Q13526 | Pin1 FP peptide displacement, HiFluor488, 10 min | Potency, µM (highest dose often 115 µM), without a hit: at the highest dose activity, negative = inhibition, actives largely listed as inhibitors | 390,000 compounds, 0.009% hits | AID 504891, 2011; active means well fitted inhibition curve with a large enough effect in the polarisation, with a control signal flat, not every such curve was filed as active; inconclusive means small, poorly fitted or top-dose-only effect, or effect the other way, or a change in a side signal; inactive means no such curve, though single readings can be large or run the other way; the % refers to the polarisation; further: on the % scale 0 is the no-effect control and ±100 the full control effect
JMJD2A Tudor inh: qHTS Assay for Inhibitors of JMJD2A-Tudor Domain; Lysine-specific demethylase 4A (Homo sapiens), O75164; AlphaScreen JMJD2A-Tudor / H3K4me3 peptide binding; Potency, µM (doses to about 114 µM), without a hit: at the highest dose activity change, negative = inhibition, actives largely listed as inhibitors; 390,000 compounds, 4.4% hits; AID 504339, 2011; further: on the % scale 0 is the no-effect control and ±100 the full control effect; nearly all actives have a fitted effect of over 50% in size
PGK inhibitor: qHTS Assay to Find Inhibitors of Phosphoglycerate Kinase | 380,000 compounds, 0.043% hits | AID 602233, 2012 | PGK/GAPDH coupled, Kinase-Glo luminescence, 60 min | Potency, µM (series often up to 57.5 µM), for inactives: at the top dose activity change, negative = inhibition, usual class: inhibitors | Phosphoglycerate kinase, glycosomal (Trypanosoma brucei brucei), P07378; further: on the % scale 0 is the no-effect control and ±100 the full control effect; nearly all actives have a fitted effect of over 60% in size
Target sequence (P07378 whole entry, looked up): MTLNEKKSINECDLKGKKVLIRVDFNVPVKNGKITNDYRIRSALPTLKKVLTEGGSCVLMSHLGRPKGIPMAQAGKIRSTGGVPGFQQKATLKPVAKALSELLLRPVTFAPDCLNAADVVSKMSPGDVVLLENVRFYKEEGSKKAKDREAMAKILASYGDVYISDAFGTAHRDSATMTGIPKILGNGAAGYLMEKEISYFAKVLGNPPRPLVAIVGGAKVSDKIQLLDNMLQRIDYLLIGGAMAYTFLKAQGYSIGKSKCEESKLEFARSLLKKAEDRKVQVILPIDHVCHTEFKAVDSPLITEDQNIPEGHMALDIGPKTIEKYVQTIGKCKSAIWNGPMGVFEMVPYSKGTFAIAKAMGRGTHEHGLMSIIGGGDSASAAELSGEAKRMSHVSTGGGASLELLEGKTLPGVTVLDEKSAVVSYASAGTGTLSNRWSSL
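Luminescent ATP detection (Kinase-Glo Plus) follows a 60-minute room-temperature incubation, with wells lacking PGK as controls. Buffer: 100 mM TEA (pH 7.6), 5 mM MgCl2, 0.01% Tween-20. Coupling enzyme GAPDH (100 nM final) supplies unstable 1,3-BPG in-well.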
Numbers without * were called inactive; i = inactive; ? = inconclusive; / = not tested or not shown; & = joins results of further samples; [ ] = dose if it differs, or a comment. Unless noted, the call rests on the fitted dose curve; in most records, active means well fitted curve in the direction sought with a large enough effect; inconclusive means small, poorly fitted or top-dose-only effect, or another doubt; inactive means no such curve, though single readings can be large; an effect the other way counts as inactive or inconclusive. Potency means the concentration at half of the fitted maximal effect. An excerpt; the hit share may differ from the screen's.

SMILES	BLM inh	BAZ2B inh	HP1b chromo inh	G9a block	GLS inhibitor	Pol iota inh	Pin1 inhibitor	JMJD2A Tudor inh	PGK inhibitor
CNCCOc1ccccc1-c1ccccc1	-7%	?	-58%	?	13%	4%	6%	3.5µM*	8%
CCOC(=O)N1CCC(N2C(=O)c3ccccc3C2Nc2cc(C)cc(C)c2)CC1 (configuration not stated)	-9%	-31%	-5%	-24%	0%	67%[activator]	-3%	-29%	-2%
Cc1ccc(NC(=S)N/C(=N/S(=O)(=O)c2ccccc2)c2ccccc2)cc1	-3%	-31%	-24%&-33%	13µM*	29%&0%	11%&-3%	-2%&-1%	-30%	-9%
Cc1cc(=O)oc2c3c(cc(OCC(=O)NCCC(=O)O)c12)OC(C)(C)CC3	-3%	0%	27%	9%	3%	23%	3%	-15%	-1%
CCOC(=O)N1CCC(N2CCN(c3ccccc3)CC2)CC1	0%	-36%	19%	-86%	22%	60%[activator]	-3%	-21%	-3%
CC1CCCC(C)N1C(=O)c1ccccc1Nc1ccc(SC(F)F)cc1 (configuration not stated)	-11%	-8%	39%	-11%[59 µM]	-2%	1%	?	-7%	-3%
N#CCSc1nc2c(cc1C#N)CCCCCC2	-2%	39%[activator]	87%	-20%[12.7 µM]	-11%	-15%	-3%	40%[activator]	i
COc1cccc(C(=O)Nc2cccc(-c3ccccc3)c2)c1	-10%	12%	48%[activator]	7%	2%	-4%	9%	21%	-2%
CC(C)(C)NC(=O)C(c1ccc(-c2ccccc2)cc1)N(C[C@H]1CC[C@@H]([C@@H]2CC[C@H](CO)O2)O1)C(=O)c1ccccc1F (some centres not stated)	/	/	69%[activator]	/	-4%	4%	0%	-19%	-1%
Cc1ccc(CCN2CCN=C2N(C)C)cc1	-6%	-4%	33%	6%	0%	38%[activator]	0%	-11%	8%
Oc1ccccc1-c1nc2c3ccccc3c3ccccc3c2[nH]1	-22%	12%	68%[activator]	-6%	1%	?	?	1%	-6%
N#C/C(=C/c1ccc(Sc2nc3ccccc3[nH]2)o1)c1cccc(F)c1	-5%	-4%	38%[activator]	?	-2%	-2%	15%	-24%	i
Cc1ccc(C)c(NC2=NCC(=O)N2c2ccc3c(c2)OCCO3)c1	-7%	2%	48%[activator]	13%[59 µM]	1%	17%	-3%	-11%	-5%
CCN(CC)c1ccc(/C=C2\CCC(/C=C(/C#N)C(=O)Nc3ccccc3F)=C2N2CCOCC2)cc1	/	/	?	/	-5%	15%	25%	?	-7%
Cc1ccc(NC(=O)COC(=O)c2ccc(Br)o2)cc1S(=O)(=O)N1CCCCC1	/	-2%	24%	-1%[12.7 µM]	1%	-19%	40%[activator]	-22%	-9%
Cc1nc(N2CCCC2)c2c(C(=O)Nc3cccc(Cl)c3C)c(C)oc2n1	-2%	-6%[57.1 µM]	9%	-30%[59 µM]	-6%	-3%	-1%	-18%	i
O=C(CNC(=O)c1ccccc1Br)N/N=C\c1cc([N+](=O)[O-])cc(Br)c1O	0%	-36%	21%	-4%	17%	26%	0%	?	-1%
CC1CCN(S(=O)(=O)c2ccc(NC(=O)C3CC(=O)N(c4ccccc4)C3)cc2)CC1 (configuration not stated)	-6%	0%	17%	-12%	0%	38%[activator]	11%	0%	0%
CCn1cc(C(=O)NCc2cccc(C(F)(F)F)c2)c(=O)c2ccc(C)nc21	-4%	8%	20%	27%	2%	51%[activator]	0%	-8%	-7%
COc1ccc(/C=C/C(=O)OC2CCCCC2CN(C)C)cc1 (configuration not stated)	-4%	-14%	-5%	-18%[12.7 µM]	26%	53%[activator]	-6%	-15%	i
CC(CCc1ccccc1)NC(=O)CSc1n[nH]c(-c2ccccc2)n1 (configuration not stated)	-1%	3%	29%[57 µM]	-16%[59 µM]	3%	17%	-3%	-1%	-4%
O=C(NCc1ccc2c(c1)OCO2)c1cc2c(s1)CS(=O)(=O)C2	-4%	1%	-4%	22%[12.7 µM]	2%	?	4%	-19%	-4%
OC12CCCCC1C(c1ccc3c(c1)OCO3)N(Cc1ccccc1F)CC2 (configuration not stated)	-15%	-28%	10%	?	4%	4%	-5%	3%	-6%
Cc1ccc(C(=O)N/C(=C\c2cccs2)c2nc3ccccc3[nH]2)cc1	-3%	-23%	16%	-14%[59 µM]	10%	-4%	9%	-13%	-3%
O=C(CCCn1cnc([N+](=O)[O-])n1)Nc1ccc(Cl)c(Cl)c1	-1%	1%	?	-11%	9%	31%[activator]	-1%	-20%	/
Cc1ccc(C(C(=O)NCCc2ccccc2)N(C(=O)c2csnn2)C2CC2)cc1 (configuration not stated)	-4%	?	-1%	26%	-5%	179%[activator]	-1%	-8%[57.1 µM]	4%
CC(C)C(NC(=O)c1ccc(C(C)(C)C)cc1)C(=O)Nc1cccc(S(N)(=O)=O)c1 (configuration not stated)	-18%	?	-3%	-40%	2%	145%[activator]	0%	-35%	-1%
Cc1ccc(C)c(NC2=C(c3ccc(C(F)(F)F)cc3)C(=O)c3ccccc32)c1	1%	?	-20%	-39%[59 µM]	-2%	16%	0%	?	-1%
O=C(NNc1c2ccccc2nc2ccccc12)c1ccc(O)cc1	-6%	28µM*	?	?	23%	-6%	32%[activator]	-32%	-4%
Cc1cc2cc3c(cc2nc1SCC(=O)O)CCC3	0%	-11%	55%[activator]	17%	-21%	127%[activator]	-5%	-14%	0%
C/C=C/C(=O)N1CC2(CC(c3cccc(NC(=O)CC)c3)=NO2)C[C@H]1C(N)=O (some centres not stated)	0%	7%	27%	?	1%	-9%	3%	-16%	2%
CNC(=O)c1cc(Oc2ccc(NC(=O)Nc3ccc(Cl)c(C(F)(F)F)c3)cc2)ccn1	-10%	-12%	1%	28%[2.33 µM]	4%&5%	?	7%	?	-6%
CC1CCCC(NC(=O)c2nn(C)c3c2CS(=O)(=O)c2ccccc2-3)C1C (configuration not stated)	0%	-7%	12%[57 µM]	27%	7%	7%	0%	-1%	-8%
Cc1ccccc1NC(=O)COC(=O)c1ccc2c(c1)C(=O)N(CCCN1CCOCC1)C2=O	/	/	31%	/	1%	16%	-4%	-9%	0%
Cc1ccc(S(=O)(=O)N2CCN(C(=O)CC3CCCC3)CC2)cc1	1%	11%	34%	10%[59 µM]	-2%	6%	3%	-6%	-10%
COc1ccc(C)cc1NC(=O)CN1C(=O)C(=O)N(C2CCCC2)C1=O	/	5%	21%	-78%[59 µM]	-9%	-12%	-7%	-2%	-4%
CCOC(=O)c1cc(-c2ccccc2)n(-c2cccc(C(=O)NC(C)(C)C)c2)c1C	-12%	-31%	28%	?	-8%	-7%	4%	-31%	-3%
O=C(O)CN1CCNCCN(CC(=O)O)CCNCC1	/	/	56%[activator]	/	-3%	-5%	?	-7%	-8%
Cc1csc(C2=C(O)CN(c3ccc4c(c3)OCCOCCOCCOCCO4)C2=N)n1	0%	4%	20%	0%[59 µM]	7%	21%	2%	-33%	0%
O=C(Nc1ccc(-c2cnco2)cc1)c1ccc(Cl)cc1	-5%	1%	43%[activator]	3%	-1%	40%[activator]	-5%	-2%	-4%
c1ccc(-c2cn(C[C@H]3CC[C@H](Cn4cc(-c5ccccn5)nn4)O3)nn2)nc1	0%	0.79µM*	-2%	/	-11%	13%	-2%	0.89µM*	-1%
Cc1cc(Cl)ccc1NC(=S)NCc1ccc(F)cc1	-6%	-18%	13%	7%	-2%	118%[activator]	2%	-16%	-4%
CCOc1ccc(CCNC(=O)Cn2ncn3nc(-c4ccc(OC)cc4)cc3c2=O)cc1	1%	-4%	51%[activator]	8%	-5%	6%	-1%	-10%	-9%
Cc1ccc(NC(=O)c2ccc(=O)n(CC(=O)Nc3c(C)cc(C)cc3C)n2)cc1	-3%&0%	11%&0%	10%&18%	-39%	-12%&9%	25%&1%	-5%&8%	-2%&-6%	-9%
COc1ccccc1NC(=O)Nc1nnc(C(C)c2ccccc2)s1 (configuration not stated)	-5%	-1%	28%	16%	-4%	4%	-13%	-13%	0%

Reformatted with bars between the fields: entries from further up
SMILES | BLM inh | BAZ2B inh | HP1b chromo inh | G9a block | GLS inhibitor | Pol iota inh | Pin1 inhibitor | JMJD2A Tudor inh | PGK inhibitor
O=C(Nc1ccc(-c2cnco2)cc1)c1ccc(Cl)cc1 | -5% | 1% | 43%[activator] | 3% | -1% | 40%[activator] | -5% | -2% | -4%
c1ccc(-c2cn(C[C@H]3CC[C@H](Cn4cc(-c5ccccn5)nn4)O3)nn2)nc1 | 0% | 0.79µM* | -2% | / | -11% | 13% | -2% | 0.89µM* | -1%
Cc1cc(Cl)ccc1NC(=S)NCc1ccc(F)cc1 | -6% | -18% | 13% | 7% | -2% | 118%[activator] | 2% | -16% | -4%

(cont.)
SMILES	BLM inh	BAZ2B inh	HP1b chromo inh	G9a block	GLS inhibitor	Pol iota inh	Pin1 inhibitor	JMJD2A Tudor inh	PGK inhibitor
CN1C/C(=C/c2ccncc2)C(=O)/C(=C/c2ccncc2)C1	1%	-35%	36%	50µM*	-2%	57%[activator]	3%	0%	-2%
CCn1cnc2cc(NCc3ccc(OC)cc3)ccc21	-3%	?	2%	8.9µM*	-2%	-7%[58.9 µM]	25%	-35%	-1%
Cc1ccc2nc(-c3ccc(NS(C)(=O)=O)cc3)cc(-c3ccccc3)c2c1	-28%	?	-16%	/	-7%	3%	2%	?	-5%
CCOCCCNC(=O)C1(O)c2cc(Br)ccc2NC(=O)N1c1ccc(CC)cc1 (configuration not stated)	-2%	-5%	43%	-2%	1%	?	?	-10%	-4%
